From PubChem BioAssay
Pf Dd2 inh – Plasmodium falciparum Dd2 growth inhibition; P. falciparum Dd2 growth, SYBR Green, 72 h; Potency, µM (series often up to 28.9 µM), inactives show at the highest dose activity, negative = inhibition, actives largely listed as inhibitors; hit rate 4.3% among 120,000; AID 1347417; active = well fitted inhibition curve with a large enough effect; inconclusive = small, poorly fitted or top-dose-only effect; inactive = no such curve, though single readings can be large or run the other way;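 also: plate controls were DMSO vehicle for no effect and reference drug for full effect; nearly all actives have a fitted effect of over 65% in size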
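Infected erythrocytes (Dd2, 0.3% parasitemia, 2.5% hematocrit final) are added to compound in RPMI-1640/Albumax II medium, grown 72 h at 37C in low oxygen, then lysed with saponin/Triton-X containing SYBR Green and read by fluorescence.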
* hit, by the source's call; [ ] = dose if it differs, or a comment. Potency is read from the fitted curve at half-maximal effect.

A first look (2 entries):
How did COc1ccc(N2CCN(C(=O)c3cc4c(s3)CCN(C(C)=O)C4)CC2)cc1 do in these assays?
Pf Dd2 inh: inconclusive

What do the screens show for `CSCC(=O)N1C[C@@H](NC(=O)Nc2cccc(SC)c2)C[C@H]1C(=O)N[C@H](Cc1c[nH]c2ccccc12)C(N)=O`?
Pf Dd2 inh: -13.7%

The whole of this part, from the first entry:
How did COc1ccc(N2CCN(C(=O)c3cc4c(s3)CCN(C(C)=O)C4)CC2)cc1 do in these assays?
Pf Dd2 inh: inconclusive

What do the screens show for `CSCC(=O)N1C[C@@H](NC(=O)Nc2cccc(SC)c2)C[C@H]1C(=O)N[C@H](Cc1c[nH]c2ccccc12)C(N)=O`?
Pf Dd2 inh: -13.7%

Results for O=C(NCCc1ccccc1)N1CCC(c2noc(-c3cccnc3)n2)C1 (stereo not given) ?
Pf Dd2 inh: 6.8%[5.79 µM]

How did CCc1ccc(NC(=O)Cn2c(=O)n(CCCC(=O)NCc3ccccc3OC)c(=O)c3ccccc32)cc1 do in these assays?
Pf Dd2 inh: 26.0%

What do the screens show for `O=C(NCc1ccncc1)C1CN(S(=O)(=O)c2cccs2)CC12CCCCC2` (stereo not given)?
Pf Dd2 inh: inconclusive

Results for COCC(=O)N1CCC2(CC1)CC(=O)N(c1ccccc1)c1ccccc1O2 ?
Pf Dd2 inh: -4.6%

Results for COCCCNc1nc(-c2c(C)noc2C)cc2cc(CN(C)C)oc12 ?
Pf Dd2 inh: inactive

What do the screens show for `CCOc1ccccc1NC(=O)CSc1nc2c(sc3ccccc32)c(=O)n1CCCC(=O)NC1CCCC1`?
Pf Dd2 inh: inconclusive

What do the screens show for `COCCn1ncc(N2CCCC(CC(=O)O)C2)cc1=O` (stereo not given)?
Pf Dd2 inh: 44.0%[activator]

Results for CCc1ccccc1NC(=O)Cn1c(=O)n(Cc2ccccc2)c(=O)c2c(C)c(C(=O)N(C)C)sc21 ?
Pf Dd2 inh: 4.47µM*

Results for COC(=O)CNC(=O)c1cc(-c2cccnc2)c2nncn2n1 ?
Pf Dd2 inh: 5.6%

What do the screens show for `CN(C)C(=O)c1ccc(OC2CCN(C(=O)c3ccccc3C(F)(F)F)CC2)nc1`?
Pf Dd2 inh: -4.3%

How did COc1nc2c(cc1CNC(=O)C1CCCO1)C(=O)N(CCc1ccccn1)C2 (stereo not given) do in these assays?
Pf Dd2 inh: -19.4%

What do the screens show for `Cc1ccc(S(=O)(=O)N2CCCc3cc(NS(=O)(=O)c4ccccc4)ccc32)cc1`?
Pf Dd2 inh: 4.4%

What do the screens show for `COC[C@@H]1CN(C(=O)CCn2nc(C)cc2C)C[C@H]1c1ccncc1`?
Pf Dd2 inh: inconclusive

Results for CC(C)(C)c1cc(C(C)(C)C)c2oc(=O)c(-c3nc4ccc(C(=O)O)cc4[nH]3)cc2c1 ?
Pf Dd2 inh: -7.4%

What do the screens show for `O=C1NCCCCCCN(C(=O)CN2CCCCCC2)[C@H]2C[C@H](c3nc(-c4cccnc4)no3)C[C@@H]12`?
Pf Dd2 inh: inconclusive

What do the screens show for `COCC(=O)NC[C@H]1CCN(Cc2cccs2)C[C@H]1N(C)C`?
Pf Dd2 inh: inconclusive

What do the screens show for `COc1ccc(-c2[nH]c(-c3ccc(Cl)cc3)nc2SCC(=O)NCC2CCCO2)cc1` (stereo not given)?
Pf Dd2 inh: inconclusive

Results for CSCc1noc(Cn2nc(-c3ccccc3)c3ccccc3c2=O)n1 ?
Pf Dd2 inh: -17.6%

Results for Cc1nc2c(c(-c3ccc(O)cc3)n1)CN(Cc1cccnc1)CC2 ?
Pf Dd2 inh: inactive

How did O=C(NCC(F)(F)F)C1CN(c2ccccc2)C(=O)N1 (stereo not given) do in these assays?
Pf Dd2 inh: inconclusive

Results for Cc1cnc(CC2CCN(S(=O)(=O)c3cccs3)C2)n1CC1CC1 (stereo not given) ?
Pf Dd2 inh: inconclusive

How did CCOc1ccccc1-c1nccn1C1COc2ccccc2C1 (stereo not given) do in these assays?
Pf Dd2 inh: -12.2%

Results for O=C(Nc1ccccc1)C1=NO[C@@H]2CN(Cc3cc(F)ccc3F)C[C@H]12 ?
Pf Dd2 inh: -24.9%[44.1 µM]

Results for Cc1nnsc1C(=O)N[C@H]1CCN(C(=O)c2ccco2)[C@H](C(=O)N[C@H](Cc2ccccc2)C(N)=O)C1 ?
Pf Dd2 inh: -3.9%

Results for O=C(O)CC1COCCN1C(=O)Cn1cnnn1 (stereo not given) ?
Pf Dd2 inh: 6.6%

What do the screens show for `NC(=O)c1ccc(NC(=O)c2cc3n(n2)CC(c2ccc(Br)cc2)OC3)cc1` (stereo not given)?
Pf Dd2 inh: inactive

What do the screens show for `O=C1NC(=NC2CCCC2)C2(CCN([S+](=O)([O-])c3ccccc3)CC2)N1c1cccnc1`?
Pf Dd2 inh: 15.9%

How did CCCN(CCC)C(=O)C1CCN(c2ncnc3c2nc2n3CCCCC2)CC1 do in these assays?
Pf Dd2 inh: -20.1%

Three entries out of the list, arranged by formula weight, lowest first:
Results for Cc1nc2c(c(-c3ccc(O)cc3)n1)CN(Cc1cccnc1)CC2 ?
Pf Dd2 inh: inactive

How did CCCN(CCC)C(=O)C1CCN(c2ncnc3c2nc2n3CCCCC2)CC1 do in these assays?
Pf Dd2 inh: -20.1%

Results for Cc1nnsc1C(=O)N[C@H]1CCN(C(=O)c2ccco2)[C@H](C(=O)N[C@H](Cc2ccccc2)C(N)=O)C1 ?
Pf Dd2 inh: -3.9%

Later entries
What do the screens show for `COc1ccc(-n2c(=O)[nH]c3cc(C(=O)NCCc4ccccc4)ccc3c2=O)cc1OC`?
Pf Dd2 inh: 6.4%

Results for CCc1ccc(NC(=O)Cn2c(=O)n(-c3ccc(OC)cc3)c(=O)c3ccc(C(=O)NCc4ccc(C)cc4)cc32)cc1 ?
Pf Dd2 inh: inconclusive

Results for CCCc1cc(=O)[nH]c2nnc(SCCC(C)C)n12 ?
Pf Dd2 inh: inactive

What do the screens show for `COCCc1nncn1C1CCN(C(=O)c2cc(F)ccc2F)CC1`?
Pf Dd2 inh: -22.5%

How did CC(C)NC(=O)N[C@H]1C[C@@H](C(=O)N[C@H](Cc2c[nH]c3ccccc23)C(N)=O)N(C(=O)c2cccn2C)C1 do in these assays?
Pf Dd2 inh: 7.7%

What do the screens show for `COc1ccc(-c2nn(-c3ccccc3)cc2CN2CCCC(CO)C2)c(F)c1` (stereo not given)?
Pf Dd2 inh: 8.91µM*

Results for CCOc1ccc(C(=O)NCc2nnnn2-c2ccc(C)c(C)c2)cc1OCC ?
Pf Dd2 inh: inactive

Results for COc1cc(OC)c(N(C)C(=O)Cn2ncc3c(=O)oc4ccccc4c32)cc1Cl ?
Pf Dd2 inh: 12.0%

What do the screens show for `C=C[C@H]1CN2CC[C@H]1C[C@@H]2CNCc1ccc(C(C)C)cc1`?
Pf Dd2 inh: inconclusive

Results for Cc1cccc(NC(=O)Cn2nnc(C(=O)NCc3ccco3)c2N)c1 ?
Pf Dd2 inh: 24.7%

How did COc1cccc2c1OCC(CNC(=O)CCc1c(C)noc1C)C2 (stereo not given) do in these assays?
Pf Dd2 inh: -16.3%

Results for CN(C(=O)Cc1c[nH]c2ccccc12)C1CCc2nn(CC3CC3)c(=O)n2CC1 (stereo not given) ?
Pf Dd2 inh: -20.9%

How did COc1ccc(CCNC(=O)c2c(O)nc3ccccn3c2=O)cc1 do in these assays?
Pf Dd2 inh: -5.2%

What do the screens show for `COc1cccc(NC(=O)Cn2c(=O)n(Cc3ccccc3)c(=O)c3c4c(sc32)CN(C(C)=O)CC4)c1`?
Pf Dd2 inh: inconclusive

How did COCCc1nn2c(=O)cc(COC(=O)c3ccc(C(C)(C)C)cc3)nc2s1 do in these assays?
Pf Dd2 inh: 14.1µM*

What do the screens show for `CC(C)(O)CCc1cccc(C(=O)NCC(O)c2ccncc2)c1` (stereo not given)?
Pf Dd2 inh: 0.9%

What do the screens show for `Cc1ccc(Cn2c(C3CCN(C(=O)c4ccccc4)CC3)n[nH]c2=O)cc1`?
Pf Dd2 inh: inconclusive

How did Cc1cccc(NC(=O)CCS(=O)(=O)c2cc(Br)cc3c2N(C(=O)C2CC2)CC3)c1 do in these assays?
Pf Dd2 inh: inconclusive

Results for CC(C)NC(=O)N1CCCCCC1CN1CCOCC1 (stereo not given) ?
Pf Dd2 inh: inactive

What do the screens show for `CCc1cc(=O)n(CC(=O)N2CCN(c3ccc(OC)cc3)CC2)c(-c2ccccc2)n1`?
Pf Dd2 inh: -22.0%

How did Cc1ncsc1C1N(C2CCN(Cc3ccccc3)CC2)C(=O)C12CCCC2 (stereo not given) do in these assays?
Pf Dd2 inh: inactive

Results for O=C(Cc1ccc(F)cc1)NCCc1csc(-c2cccc(F)c2)n1 ?
Pf Dd2 inh: inactive

How did CCOc1ccc(CNC(=O)CCn2nc(C)c3c(C)n(-c4ccccc4)nc3c2=O)cc1 do in these assays?
Pf Dd2 inh: 10.4%

How did Cc1nnc2n1CCC(N(C)C(=O)c1ccc3c(c1)OCO3)CC2 (stereo not given) do in these assays?
Pf Dd2 inh: 2.1%

What do the screens show for `COc1ccc(CNC(=O)CCc2nc3cccnc3n2Cc2ccccc2)cc1`?
Pf Dd2 inh: 28.4%

How did COCCn1ccc2c(C3=CCOCC3)nc(-c3cccc(NC(C)=O)c3)cc21 do in these assays?
Pf Dd2 inh: inconclusive

What do the screens show for `Cc1ccc(Cl)cc1NC(=O)c1cc(S(=O)(=O)N2CCCCCC2)cn1C`?
Pf Dd2 inh: -19.4%

How did Cc1cn2nc(C(=O)NCCc3ccc(S(N)(=O)=O)cc3)cc2c(N2CCCC2)n1 do in these assays?
Pf Dd2 inh: 21.6%

How did Cc1ccc(C(=O)N2CCCC3(CC(c4ccccn4)=NO3)C2)cc1 (stereo not given) do in these assays?
Pf Dd2 inh: 4.3%

Results for Cc1coc2cc3oc(=O)c(CC(=O)NCc4cccc(Cl)c4)c(C)c3cc12 ?
Pf Dd2 inh: -20.7%

Results for COc1cc(CN(C(=O)c2ccc(OC(C)C)cc2)C2CCS(=O)(=O)C2)cc(OC)c1OC (stereo not given) ?
Pf Dd2 inh: -9.4%

How did CCOc1ccccc1CNC(=O)C1CCCN(c2ncnc3onc(-c4ccc(F)cc4)c23)C1 (stereo not given) do in these assays?
Pf Dd2 inh: inconclusive

How did O=C1NCCOCCCN(C(=O)COc2ccccc2)[C@H]2CCCC[C@@H]12 do in these assays?
Pf Dd2 inh: -18.1%

What do the screens show for `Cn1c(CNC(=O)Cn2nc3c(cc2=O)CCCC3)nc2ccccc21`?
Pf Dd2 inh: -12.4%

Results for Cc1ccc(-c2cc3nc(-c4ccccc4)cc(C(F)(F)F)n3n2)cc1 ?
Pf Dd2 inh: 53.2%[activator]

What do the screens show for `Cc1ccc(-n2c(-c3ccc(Br)cc3)nc3c(cnn3-c3ccccc3)c2=O)cc1`?
Pf Dd2 inh: -5.9%

Results for COc1ccc(C(=O)N[C@@H]2CCC[C@@H]2C(=O)NCc2ccc3c(c2)OCO3)cc1 ?
Pf Dd2 inh: inactive

How did COc1ccccc1Oc1ncccc1CNC(=O)C1CCOCC1 do in these assays?
Pf Dd2 inh: 1.8%

What do the screens show for `Cc1c(NC(=O)c2ccccc2F)cccc1-c1nc2cccnc2s1`?
Pf Dd2 inh: 21.8%

What do the screens show for `CCC(=O)N(C1CCOCC1)C1CCN(S(=O)(=O)c2ccc3c(c2)CCCC3)CC1`?
Pf Dd2 inh: -8.2%

4 records drawn at random from those above:
Results for CC(C)NC(=O)N1CCCCCC1CN1CCOCC1 (stereo not given) ?
Pf Dd2 inh: inactive

What do the screens show for `COc1ccc(CNC(=O)CCc2nc3cccnc3n2Cc2ccccc2)cc1`?
Pf Dd2 inh: 28.4%

What do the screens show for `COc1cccc(NC(=O)Cn2c(=O)n(Cc3ccccc3)c(=O)c3c4c(sc32)CN(C(C)=O)CC4)c1`?
Pf Dd2 inh: inconclusive

What do the screens show for `O=C(NCc1ccncc1)C1CN(S(=O)(=O)c2cccs2)CC12CCCCC2` (stereo not given)?
Pf Dd2 inh: inconclusive

(further entries)
How did COc1ccc(OCC2c3cc(OC)c(OC)cc3CCN2C(=O)COc2ccc(Cl)cc2Cl)cc1 (stereo not given) do in these assays?
Pf Dd2 inh: 10µM*

What do the screens show for `O=C1CC(c2noc(-c3ccccc3)n2)CN1c1ccc(Cl)cc1` (stereo not given)?
Pf Dd2 inh: 60.5%[activator]

How did O=C(NCc1ccc(F)cc1)c1nc(-c2ccccc2)c2cnccn12 do in these assays?
Pf Dd2 inh: 3.98µM*

What do the screens show for `CCCS(=O)(=O)N1CCN(C2CCN(CCOC)C2=O)CC1` (stereo not given)?
Pf Dd2 inh: 16.3%

How did CCNC(=O)N(C1CC1)C1CCOC2(CCN(C(=O)c3ccc4nc[nH]c4c3)CC2)C1 (stereo not given) do in these assays?
Pf Dd2 inh: -20.8%

Results for Cc1cccc(OCC(=O)N2CCC[C@H]2c2nc(-c3ccc(F)cc3)no2)c1 ?
Pf Dd2 inh: 52.3%[activator]

What do the screens show for `COc1cc(Cl)ccc1C(=O)N1CC[C@@](C)(O)[C@@H](O)C1`?
Pf Dd2 inh: inconclusive

What do the screens show for `COc1cc(NC(=O)CN2C(=O)NC3(CCOCC3)C2=O)cc(OC)c1`?
Pf Dd2 inh: inactive

Results for c1ccc(-n2nccc2CN2CCC3(CCNCC3)C2)cc1 ?
Pf Dd2 inh: -24.3%

What do the screens show for `Cc1cccc(C(C(=O)O)N2CCC(C(=O)N3CCCC3)CC2)c1C` (stereo not given)?
Pf Dd2 inh: -4.4%

Results for COCCNc1oc(-c2ccc(OC)cc2)nc1C#N ?
Pf Dd2 inh: -12.3%

How did NC(=O)c1cccc(CN2CCCC3(Cc4ccccc4N(C(=O)C4CCCC4)C3)C2)c1 (stereo not given) do in these assays?
Pf Dd2 inh: inconclusive

What do the screens show for `CCOC(=O)c1c(NC(=O)c2cc(=O)c3c(C)cc(C)cc3o2)sc2c1CCC2`?
Pf Dd2 inh: 21.3%

Results for Cc1ccc2nc(CNC(=O)c3ccccc3)[nH]c2c1 ?
Pf Dd2 inh: 8.0%

Only part of the results is shown; count on the stated rates, not on these rows.
